RSV CPE inhibition: RSV antiviral activity via CPE protection, HEp-2 cells, primary 10 µM value included (AID 2391). HEp-2 cells, RSV-induced CPE inhibition; higher % means a stronger effect. CPE inhibition, % at 10 µM, or IC50 in µM where a hit was titrated. actives 0.13% (n = 310,000); in the data active = a potency from the dose series; also: strong numbers were not always called active
AID2073: inhibitors of Mint1-CaV2.2 protein interaction, biochemical, HTRF (AID 2073); actives 0.19% (n = 290,000); one-dose inhibition, % at 20 µM; IC50 in µM for titrated hits; HTRF protein-protein interaction, Mint1-CaV2.2; higher % means a stronger effect; in the data active = inhibition mostly above about 51%, no sharp cut-off; also: some results filed as inactive read as strong as hits
NTR1 agonist: agonists of NTR1, primary screen, imaging, U2OS cells, beta-arrestin-GFP, high content (AID 493036); P30989; NTR1-U2OS beta-arrestin-GFP spot imaging, agonist mode; activation, % at 20 µM; actives 0.17% (n = 330,000);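 active = activation at or above 40% of the spot to cytoplasm intensity ratio, with at least 20 cells analyzed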;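 also: 0% = DMSO without peptide and 100% = 100 nM NTR1 peptide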
Target sequence (P30989 whole entry, looked up): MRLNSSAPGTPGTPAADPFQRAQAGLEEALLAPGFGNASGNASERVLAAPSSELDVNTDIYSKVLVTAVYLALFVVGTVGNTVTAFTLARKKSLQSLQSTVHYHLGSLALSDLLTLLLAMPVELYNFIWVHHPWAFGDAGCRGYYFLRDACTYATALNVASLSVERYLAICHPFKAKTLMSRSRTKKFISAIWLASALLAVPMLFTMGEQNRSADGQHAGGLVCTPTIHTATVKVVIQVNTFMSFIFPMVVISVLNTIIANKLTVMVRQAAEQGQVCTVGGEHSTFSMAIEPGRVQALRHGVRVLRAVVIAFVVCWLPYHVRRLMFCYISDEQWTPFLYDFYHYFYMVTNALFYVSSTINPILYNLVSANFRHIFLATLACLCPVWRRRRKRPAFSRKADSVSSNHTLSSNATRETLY
K1F lysis inhibition: protection from phage-mediated lysis, alamar blue read-out – E. coli UTI89, K1F phage, bacterial capsule biogenesis inhibitors (AID 488966); one-dose inhibition, % at 100 µM; IC50 in µM for titrated hits; actives 0.02% (n = 340,000); E. coli UTI89 K1F phage lysis, alamar blue, 2 h; higher % means a stronger effect;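 active = phage lysis inhibition, versus mean bacterial control, above a set limit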;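 also: capsule biogenesis inhibitors block K1F phage lysis so surviving cells raise fluorescence; higher fluorescence means more inhibition of phage lysis; actives were called in the ten point dose series up to 300 µM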
NS5 inhibitors: Dengue-2 NS5 methyltransferase inhibitors, primary screen, biochemical, confirmation dose response (AID 588689); Dengue-2 NS5 methyltransferase capping enzyme assay, biochemical; higher % means a stronger effect; one-dose inhibition, % at 25 µM; IC50 in µM for titrated hits; actives 0.3% (n = 340,000); in the data active = a potency from the dose series
Autophagy HCS: autophagy modulation, high-content screen; MEF GFP-LC3 puncta imaging; test concentration mostly 10 µM; calls only at 10 µM (by protocol); actives 0.98% (n = 190,000);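 active = percentage of spot-positive cells more than 3 SD above its plate mean, without a fluorescence outlier flag or 80% toxicity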;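 also: spot-positive cell cutoff set from DMSO-treated cells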
WT yeast gro inh: growth inhibition of WT yeast, mitochondrial fusion screen | mitochondrial fusion phenotypic screen, WT strain | inhibition, % at 10 µM | actives 2.1% (n = 190,000) | AID 1362; in the data active = inhibition above about 58%; tested in S. cerevisiae
LYP inhibition: inhibitors of LYP phosphatase, biochemical, fluorescence intensity, uHTS (AID 1779); recombinant LYP phosphatase, fluorescence intensity; higher % means a stronger effect; inhibition, % at 11.5 µM, or IC50 in µM where a hit was titrated; actives 0.054% (n = 290,000); in the data active = inhibition above about 50%;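 also: plate controls were vehicle with enzyme for no effect and no enzyme for full effect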
GPR35 antagonists: GPR35 antagonists blocking zaprinast-driven arrestin recruitment, primary screen, imaging, U2OS, beta-arrestin-GFP, zaprinast agonist (AID 2058); U2OS GPR35 beta-arrestin-GFP translocation imaging, zaprinast antagonism; higher % means a stronger effect; inhibition, % at 10 µM, or IC50 in µM where a hit was titrated; actives 0.052% (n = 290,000);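 active = inhibition of at least 50% with at least 30 cells and total cytoplasm GFP at most 10,000,000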
WT yeast gro inh mutant strain: second read-out of WT yeast gro inh, no call of its own (marks repeat the call); inhibition, %; mitochondrial fusion phenotypic screen, mutant strain inhibition
Autophagy HCS cell loss 18 h: recorded beside Autophagy HCS, whose call it bears; toxicity, %; measured here: cell loss, nuclei count;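 cell loss after 18 h compound exposure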
NTR1 agonist cell count 20 µM: second read-out of NTR1 agonist, no call of its own (marks repeat the call); cell count; measured here: cell count, cytotoxicity flag
NS5 inhibitors pilot replicate: also measured in NS5 inhibitors; calls as there; inhibition, %; measured here: pilot screen replicate inhibition
Starred values were filed as active, the others as inactive; [ ] = dose if it differs, or a comment.

For C[C@@H](NC(=O)c1nc[nH]c1C(=O)N1CCc2ccccc2C1)c1ccccc1 the results were RSV CPE inhibition 0.7%, NTR1 agonist -0.4, K1F lysis inhibition 1.0%, NS5 inhibitors -11.6% and NTR1 agonist cell count 20 µM 49.
`COc1ccc(C2C(C(=O)NCc3cccnc3)c3ccccc3C(=O)N2C)cc1OC` (stereo not given) gave RSV CPE inhibition -0.5%, AID2073 2.1%, NTR1 agonist -0.1, K1F lysis inhibition 0.7%, NS5 inhibitors -0.8%, Autophagy HCS inactive, WT yeast gro inh 3.7, LYP inhibition -1.6%, GPR35 antagonists -5.7%, WT yeast gro inh mutant strain -1.8, Autophagy HCS cell loss 18 h 4.6 and NTR1 agonist cell count 20 µM 78.
`NC(=O)c1cnn2c(-c3ccc(Cl)cc3Cl)ccnc12` gave RSV CPE inhibition 2.6%, AID2073 42.3%, NTR1 agonist 0.2, K1F lysis inhibition -0.1%, NS5 inhibitors 6.2%, LYP inhibition -4.7%, GPR35 antagonists -1.8% and NTR1 agonist cell count 20 µM 59.
CC(C)[C@H](NC(=O)c1ccccc1)C(=O)OCC(=O)NCCc1ccc(F)cc1 was read as RSV CPE inhibition 2.6%, AID2073 -6.5%, NTR1 agonist -1.0, K1F lysis inhibition 0.2%, NS5 inhibitors 4.5%, Autophagy HCS inactive, WT yeast gro inh -25.5, LYP inhibition -4.7%, GPR35 antagonists 4.4%, WT yeast gro inh mutant strain -10.0, Autophagy HCS cell loss 18 h 12.0 and NTR1 agonist cell count 20 µM 67.
COc1ccc(C(=O)Nc2ccccc2C(=O)N2CCOCC2)cc1OC was read as RSV CPE inhibition 1.4%, AID2073 9.0%, NTR1 agonist -1.4, K1F lysis inhibition 0.2%, NS5 inhibitors -2.5%, LYP inhibition -3.9%, GPR35 antagonists 17.0% and NTR1 agonist cell count 20 µM 45.
`CCn1nnc(-c2ccccc2NC(=O)c2cc(OC)cc(OC)c2)n1` gave RSV CPE inhibition 0.4%, AID2073 20.7%, NTR1 agonist 3.2, K1F lysis inhibition -0.2%, NS5 inhibitors -2.7%, Autophagy HCS inactive, WT yeast gro inh -1.3, LYP inhibition -4.0%, GPR35 antagonists 6.8%, WT yeast gro inh mutant strain -3.1, Autophagy HCS cell loss 18 h 36.6 and NTR1 agonist cell count 20 µM 56.
`Cc1c(NC(=O)CSc2nnc(-c3ccncc3)o2)c(=O)n(-c2ccccc2)n1C` gave RSV CPE inhibition 1.3%, AID2073 6.1%, NTR1 agonist 0.3, K1F lysis inhibition 0.7%, NS5 inhibitors -2.3%, Autophagy HCS inactive, WT yeast gro inh -12.3, LYP inhibition 4.1%, GPR35 antagonists 13.0%, WT yeast gro inh mutant strain -2.9, Autophagy HCS cell loss 18 h -1.4 and NTR1 agonist cell count 20 µM 57.
`CCC/C=C(\CCC)C(NC(=O)Cc1ccccc1)c1ccc(C(=O)OC)cc1` (stereo not given) gave RSV CPE inhibition 13.9%, AID2073 41.1%, NTR1 agonist 2.2, K1F lysis inhibition -0.5%, NS5 inhibitors -2.8%, Autophagy HCS inactive, WT yeast gro inh 32.6, LYP inhibition 3.0%, GPR35 antagonists -6.0%, WT yeast gro inh mutant strain -5.9, Autophagy HCS cell loss 18 h 7.7 and NTR1 agonist cell count 20 µM 83.
For COC(=O)c1ccc(C(=O)OC)c(NC(=S)N2CCN(c3ccccn3)CC2)c1 the results were RSV CPE inhibition 4.0%, AID2073 -14.0%, NTR1 agonist 1.6, K1F lysis inhibition 0.3%, NS5 inhibitors -2.3%, Autophagy HCS inactive, WT yeast gro inh 3.0, LYP inhibition -6.0%, GPR35 antagonists 14.1%, WT yeast gro inh mutant strain 16.0, Autophagy HCS cell loss 18 h 8.4 and NTR1 agonist cell count 20 µM 57.
`CCC(Oc1ccc2ccccc2c1)C(=O)O` (stereo not given) gave RSV CPE inhibition 0.9%, AID2073 -8.3%, NTR1 agonist -1.2, K1F lysis inhibition 0.2%, NS5 inhibitors -3.5%, Autophagy HCS inactive, WT yeast gro inh -21.5, LYP inhibition 1.8%, GPR35 antagonists 6.8%, WT yeast gro inh mutant strain -17.8, Autophagy HCS cell loss 18 h -3.3 and NTR1 agonist cell count 20 µM 56.
N#CC1CC(c2ccccc2)Nc2cc(Cl)ccc2N1 (stereo not given) was read as RSV CPE inhibition -0.3%, AID2073 1.7%, NTR1 agonist -0.4, K1F lysis inhibition 0.2%, NS5 inhibitors -4.6%, LYP inhibition -2.1%, GPR35 antagonists 11.6% and NTR1 agonist cell count 20 µM 47.
For CCOC(=O)c1[nH]c2ccccc2c1NC(=O)c1ccc(Br)o1 the results were RSV CPE inhibition 17.9%, AID2073 6.8%, NTR1 agonist 6.0, K1F lysis inhibition 2.3%, NS5 inhibitors 2.0%, Autophagy HCS inactive, WT yeast gro inh -14.3, LYP inhibition -1.2%, GPR35 antagonists -1.2%, WT yeast gro inh mutant strain -57.0, Autophagy HCS cell loss 18 h -3.3 and NTR1 agonist cell count 20 µM 64.
CSc1nc2sc3c(c2c(=O)[nH]1)CCc1ccccc1-3 was read as RSV CPE inhibition 11.9%, AID2073 5.8%, NTR1 agonist 3.2, K1F lysis inhibition 0.1%, NS5 inhibitors 1.8%, Autophagy HCS inactive, WT yeast gro inh -0.9, LYP inhibition -1.3%, GPR35 antagonists 3.2%, WT yeast gro inh mutant strain 16.0, Autophagy HCS cell loss 18 h -5.7 and NTR1 agonist cell count 20 µM 93.
COC(=O)CCCC(=O)N1CCCC(C(=O)c2ccccc2SC)C1 (stereo not given) was read as RSV CPE inhibition 0.8%, AID2073 4.7%, NTR1 agonist 0.6, K1F lysis inhibition 0.1%, NS5 inhibitors -3.3%, LYP inhibition -9.7%, GPR35 antagonists -12.5%, NTR1 agonist cell count 20 µM 57 and NS5 inhibitors pilot replicate 1.2.
`COc1cc(/C=N/NC(N)=S)ccc1OCC(=O)Nc1ccc(C)c(C)c1` gave RSV CPE inhibition -1.5%, AID2073 5.9%, NTR1 agonist 1.1, K1F lysis inhibition 0.0%, NS5 inhibitors -6.5%, Autophagy HCS inactive, WT yeast gro inh 47.6, LYP inhibition 0.6%, GPR35 antagonists 12.8%, WT yeast gro inh mutant strain 8.5, Autophagy HCS cell loss 18 h -1.1 and NTR1 agonist cell count 20 µM 25.
`COc1ccccc1NC(NC(=O)c1cccnc1)C(Cl)(Cl)Cl` (stereo not given) gave RSV CPE inhibition 0.3%, AID2073 -2.4%, NTR1 agonist -1.3, K1F lysis inhibition 0.3%, NS5 inhibitors -10.3%, Autophagy HCS inactive, WT yeast gro inh 24.7, LYP inhibition -7.3%, GPR35 antagonists 4.3%, WT yeast gro inh mutant strain 11.6, Autophagy HCS cell loss 18 h 9.0 and NTR1 agonist cell count 20 µM 22.
Screening CC1CCCN(S(=O)(=O)c2ccc(NC(=O)c3cccc(-n4cnnn4)c3)cc2)C1 (stereo not given) returned RSV CPE inhibition 39.8%, AID2073 -3.4%, NTR1 agonist 1.1, K1F lysis inhibition 2.7%, NS5 inhibitors -1.8%, Autophagy HCS inactive, WT yeast gro inh 1.2, LYP inhibition -5.9%, GPR35 antagonists 0.5%, WT yeast gro inh mutant strain -2.1, Autophagy HCS cell loss 18 h 11.8 and NTR1 agonist cell count 20 µM 91.
`Cc1nc(NC(=O)CSc2nnc(-c3ccncc3)n2C)sc1C` gave RSV CPE inhibition 0.3%, AID2073 -2.2%, NTR1 agonist 0.7, K1F lysis inhibition 0.1%, NS5 inhibitors 4.9%, LYP inhibition -9.2%, GPR35 antagonists -0.2% and NTR1 agonist cell count 20 µM 47.
`CCN1CCN(S(=O)(=O)Cc2ccccc2Cl)CC1` gave RSV CPE inhibition 0.7%, AID2073 6.6%, NTR1 agonist 0.3, K1F lysis inhibition 1.4%[50 µM], NS5 inhibitors -0.7%, LYP inhibition -7.0%, GPR35 antagonists 7.1% and NTR1 agonist cell count 20 µM 58.
For Cc1cc(C(=O)NCc2ccccc2Cl)n(-c2ccccc2)n1 the results were RSV CPE inhibition 1.7%, AID2073 9.4%, NTR1 agonist 1.6, K1F lysis inhibition 0.1%, NS5 inhibitors -8.6%, LYP inhibition -4.4%, GPR35 antagonists -4.2% and NTR1 agonist cell count 20 µM 62.
`CCN(CC)S(=O)(=O)c1ccc(NS(=O)(=O)c2ccc(OC)c([N+](=O)[O-])c2)cc1` gave RSV CPE inhibition 4.1%, AID2073 8.2%, NTR1 agonist 1.7, K1F lysis inhibition -5.5%, NS5 inhibitors -2.2%, Autophagy HCS inactive, WT yeast gro inh -8.1, LYP inhibition 0.8%, GPR35 antagonists -7.4%, WT yeast gro inh mutant strain -19.5, Autophagy HCS cell loss 18 h -6.6 and NTR1 agonist cell count 20 µM 60.
Screening CCOc1ccccc1NC(=O)c1cccc(NC(=O)c2ccco2)c1 returned RSV CPE inhibition -0.4%, AID2073 13.3%, NTR1 agonist 2.7, K1F lysis inhibition 0.1%, Autophagy HCS active, WT yeast gro inh 11.9, LYP inhibition -9.4%, GPR35 antagonists -1.4%, WT yeast gro inh mutant strain 11.6, Autophagy HCS cell loss 18 h 47.1* and NTR1 agonist cell count 20 µM 43.
Screening O=C(NCN1CCN(c2ccccc2F)CC1)c1cccnc1 returned RSV CPE inhibition 0.2%, AID2073 24.4%, NTR1 agonist 1.1, K1F lysis inhibition -1.2%, NS5 inhibitors -3.2%, Autophagy HCS inactive, WT yeast gro inh -0.9, LYP inhibition -5.6%, GPR35 antagonists 9.2%, WT yeast gro inh mutant strain -7.0, Autophagy HCS cell loss 18 h 8.7 and NTR1 agonist cell count 20 µM 77.
O=C(OCc1ccccn1)c1ccc(COc2ccc3ccccc3c2)o1 was read as RSV CPE inhibition 1.3%, AID2073 1.2%, NTR1 agonist 6.9, K1F lysis inhibition -0.2%, NS5 inhibitors -0.6%, LYP inhibition 3.3%, GPR35 antagonists 17.9% and NTR1 agonist cell count 20 µM 61.
`Cc1ccc(C(=O)N2CCN(S(=O)(=O)c3ccc(C)c([N+](=O)[O-])c3)C2)cc1` gave RSV CPE inhibition 2.9%, AID2073 5.1%, NTR1 agonist 1.4, K1F lysis inhibition -0.6%, NS5 inhibitors 2.2%, Autophagy HCS inactive, WT yeast gro inh -1.3, LYP inhibition -4.2%, GPR35 antagonists -20.5%, WT yeast gro inh mutant strain 0.7, Autophagy HCS cell loss 18 h -3.5 and NTR1 agonist cell count 20 µM 93.

This is a random part of the collection; overall some 2.6% were active at least once.
